Assay outcomes deposited in PubChem BioAssay by National Center for Advancing Translational Sciences (NCATS).
IMPase cell inh: cell-permeable inhibitors of inositol monophosphatase (IMPase); P97697; inhibition (IP1 accumulation), % at 46.1 µM; CHO-M1 cells, IP1 accumulation, HTRF TR-FRET ratio; AID 901; 120,000 tested, under 10 active; active means well fitted curve in the direction sought with a large enough effect in the signal ratio, not every such curve was filed as active; inconclusive means small, poorly fitted or top-dose-only effect, or a change in a side signal; inactive means no such curve, though single readings can be large or run the other way; the % refers to the signal ratio;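 further: cells stimulated with carbachol in lithium chloride buffer; plate controls were DMSO basal wells for no effect and reference inhibitor wells for full effect; higher means more IMPase inhibition seen as more IP1 and lower FRET ratio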
Target sequence (P97697 whole entry, looked up): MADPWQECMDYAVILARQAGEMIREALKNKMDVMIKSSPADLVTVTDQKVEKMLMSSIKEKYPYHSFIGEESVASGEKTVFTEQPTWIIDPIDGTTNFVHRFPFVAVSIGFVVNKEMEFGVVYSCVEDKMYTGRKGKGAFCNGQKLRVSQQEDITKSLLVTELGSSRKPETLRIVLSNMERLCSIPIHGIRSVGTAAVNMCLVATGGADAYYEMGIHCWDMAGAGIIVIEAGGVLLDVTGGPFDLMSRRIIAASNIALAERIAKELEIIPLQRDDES
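Measured: the HTRF emission ratio (665/620 nm) plus the 620 nm donor channel, each fitted to the Hill equation to give AC50. Cells were CHO-M1 given compounds up to 46 uM and a 30 min carbachol stimulation at 37C.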
ALOX15B inhib: inhibitors of human 15-lipoxygenase 2 (ALOX15B); O15296; purified 15hLO-2, xylenol orange hydroperoxide absorbance; Potency, µM (highest dose often 57.1 µM), for the others: top-dose activity change, negative = inhibition, most hits filed as inhibitors; 0.56% of 110,000 active; further: potency means the concentration at half of the fitted maximal effect; nearly all actives have a fitted effect of over 60% in size; many of its hits are not listed in these tables
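Read-out: hydroperoxide product oxidises ferrous iron, measured as xylenol orange complex via the 573-to-405 nm absorbance ratio after 30 min. Reaction: 50 nM enzyme, 15 min compound preincubation, 45 uM arachidonic acid, 90 min RT, Hepes pH 7.5 with Triton X-100.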
12-hLO inh: 12-hLO (ALOX12) enzyme inhibition | Potency, µM (top dose mostly 57.1 µM), for the others: top-dose activity change, negative = inhibition, usual class: inhibitors | purified 12-hLO, xylenol orange hydroperoxide absorbance | P18054 | 0.12% of 150,000 active; further: potency means the concentration at half of the fitted maximal effect; nearly all actives have a fitted effect of over 55% in size; many of its hits are not listed in these tables
Target sequence (P18054 whole entry, looked up): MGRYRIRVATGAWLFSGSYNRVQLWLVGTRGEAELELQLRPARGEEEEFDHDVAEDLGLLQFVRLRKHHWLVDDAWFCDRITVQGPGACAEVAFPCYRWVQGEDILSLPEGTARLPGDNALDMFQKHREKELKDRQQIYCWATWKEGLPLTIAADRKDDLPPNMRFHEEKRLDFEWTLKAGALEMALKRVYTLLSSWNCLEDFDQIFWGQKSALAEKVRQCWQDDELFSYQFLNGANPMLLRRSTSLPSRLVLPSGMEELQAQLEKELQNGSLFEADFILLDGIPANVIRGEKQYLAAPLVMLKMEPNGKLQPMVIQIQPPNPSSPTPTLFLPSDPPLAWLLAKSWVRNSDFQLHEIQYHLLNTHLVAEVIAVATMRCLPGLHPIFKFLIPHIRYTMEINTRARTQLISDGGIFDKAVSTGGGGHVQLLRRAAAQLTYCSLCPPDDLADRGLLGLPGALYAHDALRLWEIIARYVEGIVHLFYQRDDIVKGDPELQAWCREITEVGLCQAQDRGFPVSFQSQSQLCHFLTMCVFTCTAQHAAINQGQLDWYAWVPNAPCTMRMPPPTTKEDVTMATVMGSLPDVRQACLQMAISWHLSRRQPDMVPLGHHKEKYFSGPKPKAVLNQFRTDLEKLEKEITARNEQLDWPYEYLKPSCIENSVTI
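Purified human 12hLO (150 nM final) was preincubated with compounds for 15 min at room temperature in 25 mM Hepes pH 7.0, 0.01% Triton X-100, then reacted with 40 uM arachidonic acid for 30 min. Hydroperoxide was detected with ferrous iron/xylenol orange.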
PNC assembly inh: perinucleolar compartment assembly inhibition; 3.1% of 140,000 active; activity change (PNC), negative = inhibition, % at 10 µM; PC3M PTB-GFP, PNC prevalence imaging, 16 h; hits give low values;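 active means readout at or below -70, meaning at least 70% loss of cells showing the perinucleolar compartment, a nuclear body marking cancer cells; inconclusive means readout between -30 and a set limit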;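 further: plate controls were DMSO wells for no effect and camptothecin positive control wells for full effect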
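Compounds are pinned in duplicate onto adhered PC3M cells stably expressing GFP-tagged PTB and incubated 16 h at 37 C. Cells are then fixed, nuclei stained with Hoechst, and PNC-positive cells counted.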
* = called active by the depositor; u = inconclusive; x = not tested or not shown; [ ] = remark or other dose. Unless noted, the call rests on the fitted dose curve; in most records, active means well fitted curve in the direction sought with a large enough effect; inconclusive means small, poorly fitted or top-dose-only effect, or another doubt; inactive means no such curve, though single readings can be large; an effect the other way counts as inactive or inconclusive. Unless noted, on the % scale 0 is the no-effect control and ±100 the full control effect. Some of the compounds tested; the hit share may differ from the screen's.

Every second line gives: IMPase cell inh	ALOX15B inhib	12-hLO inh	PNC assembly inh
[1] CCN(CC)S(=O)(=O)c1ccc2c(c1)nc(SCC(=O)NC1CC1)n2-c1ccccc1OC
→ 8	-1%[2.29 µM]	-2%	-9
[2] Cc1ccc(C2C(C(=O)c3sc(C)nc3C)=C(O)C(=O)N2CCN2CCOCC2)o1 (stereo unspecified)
→ 2	2%	-3%	22
[3] C=CCn1c(=NC(=O)c2ccco2)sc2cc(C(=O)OCC)ccc21
→ 25	x	3%	-21
[4] Cc1cccc(C(C)(C)C)c1OCCn1ccnc1
→ 2	21%	4%	5
[5] COc1ccc(-c2nn[nH]n2)cc1OC
→ -3	-14%	-4%	-21
[6] O=C1C2C(c3ccccc3)C=CC(c3ccccc3)C2C(=O)N1c1cccnc1 (stereo unspecified)
→ -5	x	-2%	u
[7] CCn1c(COc2cccc(OC)c2)nnc1SCC(=O)Nc1cc(OC)ccc1OC
→ 5	-10%	-6%	-4
[8] CC(=O)Nc1ccc(C(=O)OCc2ccccc2Cl)cc1
→ 3	x	-4%	-6
[9] COc1ccc(-c2cn3c(C)c(C(=O)Nc4cccc(NC(C)=O)c4)sc3n2)cc1
→ 6	-7%	4%	38
[10] CCN(CC)C(=O)C(=O)c1cccn1-c1ccccc1C#N
→ 5	-1%	5%	3
[11] COc1ccc(C(C)NC(=O)c2ccc(Cl)cc2)cc1OC (stereo unspecified)
→ x	x	1%	149
[12] CCOC(=O)c1ccc(NC(=O)CCc2nc(-c3cccc(C)c3)no2)cc1
→ 5	-3%	0%	-24
[13] O=C(O)CNS(=O)(=O)c1cccc2nsnc12
→ 2	3%	-3%	-12
[14] Cc1cc(C)n(C(=O)Cn2nc(C(F)F)cc2C)n1
→ -17	x	2%	28
[15] CCOc1ccc(N(CC(=O)Nc2ccccc2)S(C)(=O)=O)cc1
→ -5	3%	-4%	-26
[16] COc1ccc(/C=C/C(=O)OCC(=O)Nc2ccc(Cl)cc2F)cc1S(=O)(=O)N1CCOCC1
→ x	x	2%	22
[17] CCCOc1ccc(N2C(=O)CC(SC(=NCC)Nc3cccc(F)c3)C2=O)cc1 (stereo unspecified)
→ 15	x	-3%	10
[18] O=C(Oc1ccc(C(=S)N2CCOCC2)cc1Br)c1ccccc1F
→ x	x	-4%	39
[19] COCCSc1ccccc1C(=O)NCc1ccco1
→ 10	-15%	u	30
[20] Cc1ccc(N=Cc2c(O)n(-c3nccs3)c(=O)c3ccccc23)c(C)c1
→ -18	x	-1%	u
[21] COCc1cc(C)nc(OCC(=O)N/N=C/c2cc(C)n(-c3c(C)cccc3C)c2C)c1C#N
→ 9	-18%	1%	u
[22] COc1ccc(S(=O)(=O)N2CCc3ccccc3C2)cc1OC
→ -1	8%	-2%	-15
[23] CCCc1cc(NCC2CCCO2)n2c(nc3ccccc32)c1C#N (stereo unspecified)
→ -2	-8%	2%	u
[24] O=C1c2ccsc2SCCN1Cc1ccc(Cl)cc1
→ 9	3%	-7%	-21
[25] N#Cc1ccsc1NC(=O)COc1ccc(-c2nnco2)cc1
→ -1	-13%	-2%	-18
[26] Cc1c(C#N)sc2nc(-c3ccccc3)nc(N3CCCC3)c12
→ 2	5%	9%	u
[27] O=C(c1ccc(COc2ccc(F)cc2)o1)n1cccn1
→ -6	-7%	0%	43
[28] CCCCSc1nc(O)c(C2OC(=O)c3c2ccc(OC)c3OC)c(=O)n1C (stereo unspecified)
→ -2	5%	-4%	-3
[29] CC(C)(C)n1nc2c(c1NC(=O)Cc1cccc3ccccc13)CS(=O)C2 (stereo unspecified)
→ 7	-15%	1%	-15
[30] Nn1c(SCC(=O)N2CCCCCC2)nnc1-c1ccncc1
→ -5	5%	-1%	14
[31] O=C(Nc1ccccc1Br)C(=O)N1CCCC1
→ x	x	-3%	34
[32] COc1ccc(S(=O)(=O)NCCSC(C)(C)C)cc1
→ -8	-2%	2%	-15
[33] C/C(=N\NC(=O)c1nn(C)cc1Br)c1cccc(NC(=O)C2CCCC2)c1
→ -3	-11%	5%	25
[34] O=C(COC(=O)C1CCN(S(=O)(=O)c2ccc3c(c2)OCCO3)CC1)Nc1cc(C(F)(F)F)ccc1Cl
→ -2	x	-2%	3
[35] O=C(Nc1ccc(Br)cc1)c1ccccc1CC[N+](=O)[O-]
→ 1[1.84 µM]	47%[activator][11.4 µM]	-3%	u
[36] CCOC(=O)N1CCN(C(=O)CCCn2c(=S)[nH]c3ccc(Br)cc3c2=O)CC1
→ 13	-10%	-1%	9
[37] CN(C)c1ccc(/C=C2/SC(=O)N(CCN=C3NS(=O)(=O)c4ccccc43)C2=O)cc1
→ -1	x	8%	-10
[38] Cc1c(C(=O)OCC(=O)N2CC(=O)Nc3ccccc32)oc2ccccc12
→ 3	-8%	4%	u
[39] COc1ccccc1NC(=O)c1ccc(S(=O)(=O)N2CCOCC2)cc1
→ u	-1%	-7%	-19
[40] O=S(=O)(c1cccc2nsnc12)N1CCN(C/C=C/c2ccccc2)CC1
→ 3	21%	-1%	41
[41] COc1ccc(C)cc1NC(=O)C1CCCN(S(=O)(=O)c2cnc[nH]2)C1 (stereo unspecified)
→ 3	6%	-3%	-17
[42] CCc1ccc(-c2nc(CN3CCC(C(=O)NCCN(CC)c4ccccc4)CC3)c(C)o2)cc1
→ 4	15%	-5%	-16
[43] CC(=O)OCC(OC(C)=O)C(OC(C)=O)C(OC(C)=O)C(OC(C)=O)C(COC(C)=O)OC(C)=O (stereo unspecified)
→ x	-11%	-1%	x
[44] CC(C)n1c(SCC(=O)c2ccc3c(c2)OCCO3)nc2c1c(=O)n(C)c(=O)n2C
→ 14	-2%	-1%	u
[45] O=C(O)c1cc(S(=O)(=O)NCc2ccco2)c(Cl)cc1Cl
→ 5	3%	0%	-3
[46] Cc1cccc(NC(=O)C2(C)CC3c4ccccc4C2c2ccccc23)c1 (stereo unspecified)
→ -3	x	0%	38
[47] O=C(COC(=O)CCCCCN=C1NS(=O)(=O)c2ccccc21)Nc1ccc(Cl)c(Cl)c1
→ x	x	2%	41
[48] CC(=O)c1ccc(-n2nnnc2SCC(=O)N2CCc3ccccc3C2)cc1
→ 3	x	5%	-82*
[49] CCOc1ccccc1-c1cc(C(=O)N/N=C/c2ccc(O)c(OC)c2)c2ccccc2n1
→ x	x	-3%	5
[50] CCOC(=O)Cc1ccc2sc(-c3ccccc3)nc2c1
→ x	x	-2%	-17
[51] O=C(c1cccnc1NCc1ccc(F)cc1)N1CCOCC1
→ 5	3%	-3%	1
[52] CCOc1ccc(CC(C(N)=O)C(N)=O)cc1CN(C)C
→ 6	-2%	8%	23
[53] CN1CCN(c2ccccc2NC(=O)c2ccc(OCc3ccccc3)cc2)CC1
→ -5	49%[activator]	1%	-8
[54] Cc1ccc(NC(=S)/N=C(\N)Nc2nc(C)c3ccccc3n2)cc1C
→ -3	x	5.6µM*	-6
[55] CCN(CC)S(=O)(=O)c1ccc(OC)c(NC(=O)c2cc([N+](=O)[O-])ccc2Cl)c1
→ 2	4%	1%	u
[56] O=C(CCCc1nc(-c2ccccc2)no1)Nc1cccnc1
→ 1	-2%	-5%	-9
[57] O=S(=O)(c1ccc(Cl)cc1)N1CCCC1c1nc(-c2ccc(Cl)cc2)no1 (stereo unspecified)
→ u	x	-24%	162
[58] CCN(CC)S(=O)(=O)c1cc(NC(=O)CSc2nnc(-c3cccs3)o2)ccc1C
→ 6	x	1%	-1
[59] CCCCc1ccc(N=N/C(C(=O)Nc2ccc(NC(C)=O)cc2OC)=C(/C)O)cc1
→ -2	14%	-15%	-6
[60] COc1ccc(OC)c(NS(=O)(=O)c2ccc3c(c2)CCC(=O)N3)c1
→ -3	-7%	-1%	-5

The closing two records of the part before open the next one:
Every second line gives: IMPase cell inh	ALOX15B inhib	12-hLO inh	PNC assembly inh
[59] CCCCc1ccc(N=N/C(C(=O)Nc2ccc(NC(C)=O)cc2OC)=C(/C)O)cc1
→ -2	14%	-15%	-6
[60] COc1ccc(OC)c(NS(=O)(=O)c2ccc3c(c2)CCC(=O)N3)c1
→ -3	-7%	-1%	-5
[61] COc1ccc(-n2c(Cc3cccn3C)nnc2SCC(=O)N2CCC(C)CC2)cc1
→ 1	x	-5%	u
[62] CCc1ccc(-c2cc(C(F)(F)F)n3nc(C(=O)Nc4cnn(Cc5ccccc5C)c4)cc3n2)s1
→ -5	-12%	-5%	3
[63] O=C(OCc1ccccc1)[C@@H]1COC(c2ccc(Br)cc2)=N1
→ x	14%[0.0915 µM]	0%[0.00818 µM]	x
[64] Cc1ccc(OCCN2CCN(CC(O)Cn3c4ccccc4c4ccccc43)CC2)cc1 (stereo unspecified)
→ 3	x	-21%	65
[65] COc1ccc(OCCNC(=O)c2ccccc2OCC(=O)Nc2ccc(NC(C)=O)cc2)cc1
→ x	x	-3%	2
[66] O=C(O)CCCCn1c(SCC(=O)Nc2ccccc2C(F)(F)F)nc2ccsc2c1=O
→ x	x	-4%	-113*
[67] Cc1noc(C)c1CSc1cc(C)c2ccccc2n1
→ 6	4%	-2%	-27
[68] CCC(=C(c1ccc(OC)cc1)c1ccc(OC)cc1)c1cn(CC(O)CN2CCN(C)CC2)c2ccccc12 (stereo unspecified)
→ 8	44%[activator]	-6%	u
[69] CCOC(=O)c1nnn(-c2nonc2N)c1-c1ccccc1
→ 6	0%	-8%	18
[70] CN(C)CCNc1oc(COc2ccc(Cl)cc2Cl)nc1C#N
→ -4	7%	-3%	37
[71] CCNC(=O)/C(=C\c1ccccc1)NC(=O)/C=C/c1ccccc1
→ x	x	-2%	10
[72] CCOC(=O)C1=C(N)OC2=C(C(=O)CCC2)C1c1cccnc1 (stereo unspecified)
→ -4	-5%	-1%	-120*
[73] C=CCn1c(=O)c(C(=O)NCCc2ccccc2)c(O)c2ccccc21
→ u	1%	-18%	24
[74] O=c1ccnc(SCc2ccc(Cl)cc2)[nH]1
→ x	-9%[11.4 µM]	2%[11.4 µM]	x
[75] COc1ccc(B(O)O)cc1
→ x	-2%	4%	x
[76] CCCN(c1ccc(C(C)C)cc1)S(=O)(=O)c1c(C)noc1C
→ 8	5%	-6%	-16
[77] CC(=O)Nc1ccc(Oc2cc(C#N)c(C#N)cc2N2CCOCC2)cc1
→ -4	-5%	-2%	u
[78] CCOC(=O)c1c(NC(=O)CSc2nncs2)sc(C)c1-c1ccccc1
→ x	x	-3%	11
[79] Cc1cccc(NS(=O)(=O)c2ccc3c(c2)Cc2cc(S(=O)(=O)Nc4cccc(C)c4C)ccc2-3)c1C
→ x	x	2%	-11
[80] CCc1ccc(NC(=O)COc2ccc(/C=C(/C#N)c3nc4ccccc4[nH]3)cc2OC)cc1
→ 4	x	1%	u
[81] CS(=O)(=O)c1nc(-c2ccc(Br)cc2)cc(-c2ccccc2)c1C#N
→ u	-11%	5%	72
[82] CCCCC(CC)COP(=O)(OCC(CC)CCCC)OCC(CC)CCCC (stereo unspecified)
→ x	-3%	-1%	x
[83] O=C(O)c1ccccc1CSc1ncn[nH]1
→ -2	-5%	8%	u
[84] CCOC(=O)Cn1c2c(c(=N)c3c1CCC3)CCCC2
→ x	x	0%	-20
[85] CCCCC(O)(C(NC=O)C(=O)OC)C(F)(F)F (stereo unspecified)
→ 1	1%	7%	-14
[86] CCN(CC)C(=O)CN(c1cc2c(cc1OC)oc1ccccc12)S(=O)(=O)c1ccccc1
→ 9	10%	-13%	14
[87] CN(CCc1ccccn1)Cc1ccc(Cl)cc1Cl
→ 1	-10%	1%	30
[88] CCCN(CCC)S(=O)(=O)c1ccc(C(=O)Nc2nc3c(s2)CCc2ccccc2-3)cc1
→ -5	x	4%	-26
